Screens (PubChem BioAssay)
TRPC4 act – TRPC4 (mouse) channel activation; Q9QUQ5; HEK293 TRPC4beta/mu-opioid, Fluo4 calcium fluorescence; active compounds read high; B-score at 10 µM; 0.49% of 310,000 active;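 active means B-score above 5 SD of library B-scores, and initial fluorescence ratio not above library mean plus 5 SD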;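 further: positive B-score marks a calcium rise read as TRPC4 activation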
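System – HEK293 cells stably co-expressing mouse TRPC4beta and mu-opioid receptor · Signal – Fluo4 calcium-sensitive dye fluorescence, kinetic, 1 Hz baseline · Benchmarks – buffer (low) and maximal DAMGO (high) · Read-out – B score of integrated fluorescence ratio per well · Incubation – dye loading 45 min room temperature, 110 s kinetic read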
TRPC6 inh – inhibitors of mouse TRPC6 channel; Q61143; HEK293-TRPC6, membrane potential dye, ACh-evoked depolarization; active compounds read low; B-score at 10 µM; 1.1% of 310,000 active;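 active means B-score under library mean minus 3 SD, initial fluorescence not abnormally high, positive integrated signal ratio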;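 further: B-score derived from integrated fluorescence ratio over the kinetic read; more negative B-score means stronger inhibition of depolarization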
HIF act – HIF pathway transcriptional activation | U2OS HRE-luciferase reporter, luminescence; normalized: DMSO 0%, desferrioxamine 100% | activation, % at 7.5 µM (by protocol) | 0.32% of 300,000 active | AID 1910;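 active means mean activation of at least 10% of the iron chelator positive control signal, with at least half of replicates also reaching 10%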
TRPC4 inh – inhibitors of mouse TRPC4 channel. Q9QUQ5. HEK293 TRPC4beta/mu-opioid, DAMGO-evoked Fluo4 calcium flux; active compounds read low. B-score at 10 µM. 0.39% of 300,000 active;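 active means B-score over 3 SD under the library average, no early fluorescence shift, positive overall ratio signal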
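Signal: kinetic Fluo4 fluorescence imaging of calcium influx. Material: stable TRPC4beta/mu-opioid receptor HEK293 cells. Probe or stimulus: DAMGO in two steps, submaximal then maximal.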
MrgX1 agonist – agonists of human MrgX1 receptor. Q96LB2. MrgX1-HEK293 cells, Fluo-4 calcium fluorescence, agonist mode; active compounds read high. B-score at 10 µM. 0.44% of 310,000 active;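 active means calcium response B-score plate-corrected fluorescence ratio at least 3 library SD, with starting fluorescence B-score inside 5 SD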
Target sequence (Q96LB2 whole entry, looked up): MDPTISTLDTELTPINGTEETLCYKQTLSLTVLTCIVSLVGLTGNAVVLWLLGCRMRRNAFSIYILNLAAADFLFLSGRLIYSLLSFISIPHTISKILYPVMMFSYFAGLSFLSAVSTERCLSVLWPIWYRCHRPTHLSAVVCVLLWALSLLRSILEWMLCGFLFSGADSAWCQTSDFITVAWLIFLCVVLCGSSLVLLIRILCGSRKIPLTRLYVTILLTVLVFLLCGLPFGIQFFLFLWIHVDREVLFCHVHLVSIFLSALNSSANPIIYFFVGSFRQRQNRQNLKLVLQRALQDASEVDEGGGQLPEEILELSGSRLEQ
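Assay system: MrgX1-expressing HEK293 cells / Amount: fifteen thousand cells per well / Doses: test compound in the initial addition of three / Timing: cells plated overnight, dye loaded 0.5 h 37 °C, 0.5 h room temperature / Technique: kinetic calcium dye fluorescence, Fluo-4 NW / Control set: positive and negative controls per plate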
MrgX1 antagonist – blocks BAM8-22 activation of human MrgX1 receptor | MRGX1-HEK293 calcium flux, Fluo-4, BAM8-22 antagonism; active compounds read low | B-score at 10 µM | 1.3% of 310,000 active;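 active means calcium-response B-score plate-corrected more than 3 library SD below zero, starting fluorescence within 5 deviations, no agonist response on first addition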;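 further: peak minus trough fluorescence over baseline after final BAM8-22 challenge near maximal dose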
PolyA inhibitor – blocks polyadenylation in yeast reporter cells | AID 1875 | S. cerevisiae SKY197-pL101 polyadenylation reporter, beta-gal luminescence; efflux-impaired pdr1/pdr3 knockout yeast; score 100 = 6 SD above DMSO | 0.02% of 300,000 active | calls only at 12 µM;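 active means lowest replicate activity score at least 50, where 100 means six control SD above control mean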;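 further: yeast exposed to compound for 9 h at 30 °C; higher score means more reporter readthrough which indicates perturbed polyadenylation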
TRPC6 act – activates the mouse TRPC6 cation channel. Q61143. HEK293-TRPC6 membrane potential dye fluorescence; active compounds read high. B-score at 10 µM. 0.13% of 310,000 active. AID 2550;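 active means B-score of the integrated fluorescence ratio above library mean plus 3 SD, and starting fluorescence ratio within library mean plus 5 SD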;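 further: higher score means more depolarization so channel activation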
AI-2 QS modul – modulates the Vibrio harveyi AI-2 quorum sensing system | 0.4% of 300,000 active | activity change, % at 7.5 µM | Vibrio harveyi JMH597 AI-2 luminescence/OD600 ratio, 9 h; active compounds read low; strain lacks LuxN and CqsS sensors; 0 = neutral-control median | AID 2094; in the data active means activity change below about -75%, passing the limit was not always enough;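 further: luminescence divided by OD600 gain over 9 h not by final OD600 alone; inactives centre near 13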
MrgX1 allo act – allosterically activates human MrgX1 receptor signaling; Q96LB2; MrgX1-HEK293, Fluo-4 calcium flux, FDSS; active compounds read high; B-score at 10 µM; 0.63% of 310,000 active;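 active means plate-corrected calcium response at least 3 library SD above typical, normal starting fluorescence, not activating the receptor alone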;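 further: compound read alongside a low EC10 to EC30 dose of BAM8-22 agonist; peak minus trough fluorescence over baseline measured at the second addition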
TRPC4 PAM – allosteric potentiators of mouse TRPC4 channel. 0.42% of 310,000 active. AID 2227. HEK293 TRPC4beta/mu-opioid, DAMGO EC20, Fluo-4 Ca2+ flux; active compounds read high. B-score at 10 µM;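 active means B-score of calcium response area above 5 SD of library B-scores, with initial fluorescence ratio within 5 SD of library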;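 further: B-score of integrated fluorescence ratio over time as area under calcium response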
* = called active by the depositor; i = inactive; . = no result given. This is a subset; the hit share may differ from the screen's.

SMILES	TRPC4 act	TRPC6 inh	HIF act	TRPC4 inh	MrgX1 agonist	MrgX1 antagonist	PolyA inhibitor	TRPC6 act	AI-2 QS modul	MrgX1 allo act	TRPC4 PAM
Cc1ccc(S(=O)(=O)NC(CC(=O)O)c2cccs2)cc1 (stereo not drawn)	i	i	.	i	i	i	i	i	22.6	i	i
CN(Cc1ncc[nH]1)C(=O)c1cc(COc2c(F)cccc2F)on1	i	i	0.0	i	i	i	i	i	-9.2	i	i
CC(C)(C)NC(=O)/C(=C/c1ccccc1F)NC(=O)c1ccc([N+](=O)[O-])cc1	i	i	-0.1	i	i	i	i	i	15.9	i	i
O=C(CCC1CCCN(C(=O)Cn2cnnn2)C1)NCc1ccccc1F (stereo not drawn)	i	i	-0.1	i	i	i	i	i	6.3	i	i
CN=C1SC(CC(=O)Nc2ccc(C(C)=O)cc2)C(=O)N1C (stereo not drawn)	i	i	0.3	i	i	i	i	i	12.0	i	i
CCOCC(O)CNc1ccccc1 (stereo not drawn)	i	i	-0.3	i	i	i	i	i	12.8	i	i
COc1ccc(N2CC(C(=O)Nc3ccc(S(=O)(=O)Nc4nccs4)cc3)CC2=O)cc1 (stereo not drawn)	i	i	0.6	i	i	i	i	i	3.6	i	i
O=c1nc(-c2ccccc2)n(-c2ccccc2)c2ncccc12	i	i	-0.6	i	i	i	i	i	-0.3	i	i
CCCCCCCNC(=O)C1(CC2CC(c3ccc(Cl)cc3)=NO2)CCN(C(=O)Cc2ccc(F)cc2)CC1 (stereo not drawn)	i	i	-0.7	i	i	i	i	i	21.9	i	i
CCN(CC(=O)Nc1c(F)cccc1F)C(=O)/C=C/c1cn(Cc2ccccc2)nc1-c1cccnc1	i	i	-0.4	i	i	i	i	i	3.1	i	i
Cc1cc(NC(=O)CSc2nnc3c(C)cc4ccccc4n23)no1	i	i	.	i	i	i	i	i	31.7	i	i
Cc1cc(NC(=O)C2CC(=O)OC2c2ccccc2)no1 (stereo not drawn)	i	i	0.3	i	i	i	i	i	15.9	i	i
CCc1ccc(CN2CCC(CO)(CC3CCCCO3)CC2)o1 (stereo not drawn)	i	i	-27.7	i	i	i	i	i	-5.4	i	i
Cc1ccc(C)c(NC(=O)C(Sc2nncn2C)c2ccccc2)c1 (stereo not drawn)	i	i	-0.3	i	i	i	i	i	4.4	i	i
COc1ccc(-c2nc(C#N)c(NCC3CCCO3)o2)cc1OC (stereo not drawn)	i	i	0.0	i	i	i	i	i	12.0	i	i
CCOC(=O)c1ccc(NC(=O)COC)cc1	i	i	1.6	i	i	i	i	i	1.6	i	i
O=C(Nc1ccc(F)cc1F)N1CCCN(c2ccc([N+](=O)[O-])cn2)CC1	i	i	-0.1	i	i	i	i	i	11.5	i	i
O=C1NC2(CCCc3ccccc32)C(=O)N1CCOc1ccc(Br)cc1 (stereo not drawn)	i	i	1.1	i	i	i	i	i	1.3	i	i
c1ccc2[nH]c(NCc3ccc4c(c3)OCO4)nc2c1	i	i	1.8	i	i	i	i	i	1.8	i	i
CCn1nccc1C(=O)Nc1ccccc1OC	i	i	-20.7	i	i	i	i	i	11.8	i	i
CCOC(=O)c1c(S(=O)(=O)NCC(=O)N2CCN(c3ccccc3OC)CC2)c(C)n(C)c1C	i	i	0.0	i	i	i	i	i	13.0	i	i
CCN(CC)C(=O)c1ccc(CS(=O)(=O)Cc2ccccc2)cc1	i	i	-1.4	i	i	i	i	i	24.4	i	i
COc1ccc(S(=O)(=O)N2CCN(CC(=O)Nc3ccc(F)c(F)c3)CC2)cc1	i	i	-0.6	i	i	i	i	i	14.9	i	i
O=C(Nc1nnc(S(=O)(=O)N2CCOCC2)s1)c1ccccc1Cl	i	i	0.0	i	i	i	.	i	24.0	i	i
Cc1onc(-c2c(Cl)cccc2Cl)c1C(=O)O/N=C(\C#N)c1ccccc1	i	i	-0.2	i	i	i	i	i	2.7	i	i
O=C(CSc1nc2ccccc2o1)N1CCN(C(=O)c2ccco2)CC1	i	i	1.0	i	i	i	i	i	32.0	i	i
O=C(NCCc1ccccc1)C(=O)c1c(-c2ccccc2)[nH]c2ccccc12	i	i	-0.4	i	i	i	i	i	11.7	11.4*	i
O=C1c2cccc3cccc(c23)C(=O)N1c1nccs1	i	i	.	i	i	i	i	i	8.4	i	i
Cc1c(C)n(Cc2ccccc2)c2ncnc(NCCN(C)C)c12	i	-7.09*	0.3	i	i	i	i	i	1.5	i	i
CCc1cc(=O)[nH]c(SCC(=O)N2CCCC2)n1	i	i	-0.1	i	i	i	i	i	22.4	i	i
CN1CCN(NC(=O)c2ccc(Br)c(S(=O)(=O)N3CCOCC3)c2)CC1	i	i	-0.4	i	i	i	i	i	11.5	i	i
CN(C(=O)CSc1nc2c(c(=O)[nH]1)CCCC2)C1CCCCC1	i	i	-0.6	i	i	i	i	i	-0.1	i	i
Cc1cccc(NCC(=O)N/N=C\c2cccc(Oc3ccccc3)c2)c1	i	i	-1.1	i	i	i	i	i	14.1	i	i
COC(=O)CCC(=O)OC1(C)C(=O)C=C2C=C(C3CC3)N(CCCCO)C=C2C1=O (stereo not drawn)	i	i	-0.4	i	i	i	i	i	-4.2	i	i
CN=C(C)c1c(O)c2ccccc2oc1=O	i	i	-0.2	i	i	i	i	i	11.7	i	i
CCN1N=C(C)C=C(c2ccccc2)n2c1nc1ccccc12	i	i	0.4	i	i	i	i	i	4.6	i	i
Cc1cnc(NC(=O)c2ccc(Cl)nc2)s1	i	i	3.2	i	i	i	i	i	19.0	i	i
Cc1ccc(NC(=S)NNc2ncc(C(F)(F)F)cc2Cl)c(C)c1	i	i	-0.4	i	i	i	i	i	2.7	i	i
COc1ccc(/C=N/n2cnnc2)cc1COc1ccccn1	i	i	-0.5	i	i	i	i	i	-28.5	i	i
Cn1c(=O)oc2cc(S(=O)(=O)NCc3cccnc3)ccc21	i	i	-0.9	i	i	i	i	i	9.8	i	i
CCOc1ccc(C(=O)CSCCC(=O)O)cc1	i	i	-1.7	i	i	i	i	i	10.2	i	i
CCOC(=O)N1CCN(C(=O)CN(C)S(=O)(=O)c2ccc3c(c2)C(C)(C)C(=O)N3C)CC1	i	i	-0.2	i	i	i	i	i	6.9	i	i
COc1ccc(-c2ccc(SCC(=O)NCc3ccco3)nn2)cc1OC	i	i	0.3	i	i	i	i	i	30.7	i	i
Cc1c(-c2n[nH]c(=S)n2-c2ccc(Br)cc2)nnn1-c1ccc(Cl)cc1	i	i	-0.3	i	.	.	i	i	67.5	.	i
Cn1c(=O)c2c(ncn2CCc2ccccc2)n(C)c1=O	i	i	-0.2	i	i	i	i	i	-2.5	i	i
CC(=O)Nc1ccc(NC(=O)c2ccc(Cl)nc2)cc1	i	i	0.4	i	i	i	i	i	23.0	i	i
Nc1c(C(=O)NCc2ccc(F)cc2)c2nc3ccccc3nc2n1CCCN1CCOCC1	i	i	0.0	i	i	i	i	i	20.0	i	i
Oc1ccc(/C=N/Nc2ccc(Cl)nn2)cc1O	i	i	2.9	i	i	i	i	i	28.0	i	i

2 compounds from above, reduced to TRPC6 act:
| compound | TRPC6 act |
| --- | --- |
| CN=C1SC(CC(=O)Nc2ccc(C(C)=O)cc2)C(=O)N1C (stereo not drawn) | i |
| CCOCC(O)CNc1ccccc1 (stereo not drawn) | i |

Other records follow.
SMILES	TRPC4 act	TRPC6 inh	HIF act	TRPC4 inh	MrgX1 agonist	MrgX1 antagonist	PolyA inhibitor	TRPC6 act	AI-2 QS modul	MrgX1 allo act	TRPC4 PAM
CC1CCCCN1C(=S)NC(=O)c1cccs1 (stereo not drawn)	i	i	-0.2	i	i	i	i	i	5.1	i	i
CC(C)C(NC(=O)CC12CC3CC(CC(C3)C1)C2)C(=O)O (stereo not drawn)	i	i	0.4	i	i	i	i	i	-7.5	i	i
CN1C(=O)CSC1=NC12CC3CC(CC(C3)C1)C2	i	i	-0.4	-6*	i	i	i	i	17.7	8.17*	i
O=C(O)c1ccc(CN2C(=O)c3ccc(C(=O)O)cc3C2=O)cc1	i	i	0.2	i	i	i	i	i	-1.0	i	i
COc1ccccc1C(=O)N/C(=C\c1ccc(Br)cc1)C(=O)NCCCO	i	i	-0.3	i	i	i	i	i	5.0	i	i
Cn1c(N2C(=O)CC(Cc3ccccc3)C2=O)nc2ccccc21 (stereo not drawn)	i	i	0.2	i	i	i	i	i	16.5	i	i
FC(F)(F)c1cccc(Cc2noc(CN3CCC(N4CCCCC4)CC3)n2)c1	i	i	-0.5	i	i	i	i	i	29.3	i	i
CC1CCN(CCC(=O)Nc2ccc(Cl)cc2)CC1	i	i	0.0	i	i	i	i	i	16.6	i	i
CCOc1cc(/C=C2\C(=N)N3N=C(CC)SC3=NC2=O)ccc1OCCOc1ccc(NC(C)=O)cc1	i	i	-5.9	i	i	i	i	i	12.7	i	i
Cc1cccc(N2CCN(C(=O)C3CCN(S(=O)(=O)c4cccnc4)CC3)CC2)c1C	i	i	0.0	i	i	i	i	i	-4.1	i	i
CC(C)C(=O)c1cn(CC(=O)O)c2ccccc12	i	i	0.2	i	i	i	i	i	17.1	i	i
CCN(CC)S(=O)(=O)c1ccc(NC(=O)C2COc3ccccc3O2)cc1 (stereo not drawn)	i	i	0.8	i	i	i	i	i	0.7	i	i
Cc1ccc(NC(=O)CC2SC(=NC3CCCCC3)NC2=O)cc1 (stereo not drawn)	i	i	0.1	i	i	i	i	i	28.3	i	i
O=C(COc1cccc(Cl)c1)NNC(=S)Nc1ccccc1	i	i	0.0	i	i	i	i	i	1.5	8.71*	i
Cc1c(NC(=O)CN2CCN(c3ccc(F)cc3)CC2)c(=O)n(-c2ccccc2)n1C	i	i	-0.3	i	i	i	i	i	8.2	i	i
CCc1ccc(N2CC(C(=O)Nc3nc4ccc(S(C)(=O)=O)cc4s3)CC2=O)cc1 (stereo not drawn)	i	i	-1.0	i	i	i	i	i	28.0	i	i
Cc1ccc(C(=O)C(C)N(C(=O)c2ccc(Cl)cc2Cl)N2C(=O)CCCC2=O)cc1 (stereo not drawn)	i	i	0.0	i	i	i	i	i	-4.3	i	i
